# Screens from PubChem BioAssay.
# ARFGAP1 inhibitor: inhibitors of rat ARFGAP1. Q62848. Arfgap1-stimulated ARF1 GTP hydrolysis, GDP FP detection. inhibition, % at 16.5 µM. 360,000 compounds, 0.26% hits;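 active means inhibition above a per-plate limit, mean inhibition of low control wells plus 3 SD, cut at about 25% in these data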;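 further: 0% = DMSO wells with enzyme and 100% = wells lacking Arfgap1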
# Target sequence (Q62848 1-136 limits assumed): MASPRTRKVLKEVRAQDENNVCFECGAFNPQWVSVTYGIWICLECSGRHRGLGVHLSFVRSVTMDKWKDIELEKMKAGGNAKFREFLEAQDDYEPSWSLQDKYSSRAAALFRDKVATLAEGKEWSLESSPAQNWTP
#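 Material – truncated rat Arfgap1 GAP domain · Buffer or medium – HEPES-based buffer, pH 7.5 · Reagent – human ARF1(Δ1-17)-GTP substrate · Dosing – 16.5 µM single point, 1.26% DMSO · Schedule – GTP hydrolysis reaction 2 h at 25 °C · Technique – GDP detection by fluorescence polarization · Benchmarks – No-Arfgap1 wells (100%) versus DMSO full-reaction wells (0%) · Repeats – single replicate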
# PLC-gamma1 inh: PLC-gamma1 (human) inhibition, primary screen; P19174; purified PLC-gamma1, fluorogenic substrate, fluorescence; inhibition, % at 12.2 µM; 370,000 compounds, 0.84% hits; AID 720700; in the data active means inhibition above about 9.5%
# ASAP1 inh: blocks human ASAP1-stimulated Arf1 GTP hydrolysis | GDP FP detection | inhibition, % at 16.5 µM | 360,000 compounds, 0.19% hits | AID 624377; in the data active means inhibition above about 25%;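 further: 0% = vehicle with enzyme and substrate and 100% = no enzyme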
# NR1D1 modulator: Rev-erb alpha (human) modulation. P20393. Rev-erbα–FITC-DNA binding, fluorescence polarization, 90 min. activity, % at 10 µM. 370,000 compounds, 0.79% hits. AID 1259318;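 active means activity above about 14%, limit read from the data; passing the limit was not always enough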;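 further: 0% = DMSO wells with 35 nM protein and 100% = DMSO wells with 750 nM protein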
# Tn7 DDE FP: disrupts Tn7 cyclic peptide binding to fibrin D-Dimer-E complex. inhibition, % at 8.3 µM. 370,000 compounds, 0.13% hits. AID 720508. FP displacement of FITC-Tn7 peptide from fibrin DD(E); 0% = median of compound wells per plate. P02675;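 active means inhibition above the mean of compounds falling within the control limits plus 3 SD of them, cut at about 14% in these data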;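 further: 0% = plate median of compound wells and 100% = 10 µM Aha-Tn7 peptide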
# Target sequence (P02675 whole entry, looked up): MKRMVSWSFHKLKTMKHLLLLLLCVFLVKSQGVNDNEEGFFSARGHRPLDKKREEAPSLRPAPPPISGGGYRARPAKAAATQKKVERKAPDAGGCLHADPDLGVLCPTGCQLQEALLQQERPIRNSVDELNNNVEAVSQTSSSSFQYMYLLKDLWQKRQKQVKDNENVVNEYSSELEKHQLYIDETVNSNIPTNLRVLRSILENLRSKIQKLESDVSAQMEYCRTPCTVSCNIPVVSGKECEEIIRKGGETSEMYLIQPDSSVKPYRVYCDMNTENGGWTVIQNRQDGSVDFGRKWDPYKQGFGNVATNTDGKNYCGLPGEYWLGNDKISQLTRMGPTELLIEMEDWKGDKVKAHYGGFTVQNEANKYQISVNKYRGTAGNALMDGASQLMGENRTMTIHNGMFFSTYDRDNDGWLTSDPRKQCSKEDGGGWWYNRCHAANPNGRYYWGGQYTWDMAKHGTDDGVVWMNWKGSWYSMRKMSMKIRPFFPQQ
#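 system = human fibrin DD(E) protein | quantity = DD(E) 2 µM final | medium = Tris/NaCl/CaCl2 buffer, pH 7.8 | also added = labelled Tn7 tracer, 0.1 µM | compound dosing = single point at 8.3 µM | timing = compound with protein 10 min, then 3 h after probe, room temperature | signal = FP measurement | benchmarks = Aha-Tn7 high control | repeats = one replicate per compound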
# DDE Tn6 FP inh: inhibitors of Tn6 peptide binding to human fibrin DD(E); Fibrin DD(E) TRITC-Tn6 fluorescence polarization displacement; inhibition, % at 8.3 µM; 370,000 compounds, 0.21% hits; AID 720509;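 active means inhibition above a per-campaign cutoff: mean of compounds within control limits plus 3 SD, cut at about 15% in these data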;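 further: 0% = median of all compound wells on the plate and 100% = blocking peptide control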
# PLC-beta3 inh: inhibitors of human phospholipase C beta3. AID 720704. Q01970. Purified PLC-beta3, fluorogenic substrate, fluorescence. 370,000 compounds, 0.18% hits. inhibition, % at 12.2 µM; in the data active means inhibition above about 11%;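 further: 0% = median of compound wells on plate and 100% = full blocker control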
# KLK7 zymogen act: activates the human kallikrein-7 zymogen; P49862; 370,000 compounds, 0.9% hits; activation, % at 7 µM; purified proKLK7, EDANS-DABCYL substrate fluorescence; 100% is mature enzyme control, 0% vehicle;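 active means activation above the mean of all tested compounds plus 3 SD, computed per campaign excluding outliers beyond control limits, cut at about 13% in these data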
# Target sequence (P49862 whole entry, looked up): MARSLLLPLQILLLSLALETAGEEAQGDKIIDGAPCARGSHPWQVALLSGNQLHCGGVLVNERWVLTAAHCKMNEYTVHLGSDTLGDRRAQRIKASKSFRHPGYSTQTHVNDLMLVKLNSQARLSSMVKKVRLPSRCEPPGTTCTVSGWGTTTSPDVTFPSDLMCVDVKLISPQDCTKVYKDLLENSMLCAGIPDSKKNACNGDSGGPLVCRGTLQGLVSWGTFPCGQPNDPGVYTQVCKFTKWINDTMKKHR
# HGIII-sPLA2 inh: Blocks human group III sPLA2 activity | Q9NZ20 | AID 743126 | inhibition, % at 12.2 µM | 370,000 compounds, 0.56% hits | QFRET BODIPY PC-A2 liposome hydrolysis, fluorescence;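 active means inhibition above mean plus 3 SD of compounds lying within the high and low control bounds, cut at about 19% in these data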;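 further: 0% = median of test compound wells and 100% = no enzyme DMSO wells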
# UHRF1 binding: blocks human UHRF1 binding to methylated DNA; Q96T88; UHRF1 binding to methylated oligo, TR-FRET; inhibition, % at 4.4 µM; 370,000 compounds, 0.75% hits; in the data active means inhibition above about 21%;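 further: UHRF1 SRA domain binding a hemimethylated CpG hairpin DNA probe; 0% = median of test compound wells and 100% = reference inhibitor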
# Starred values were filed as active, the others as inactive; i = inactive; . = no result given. No enrichment for hits. Share with any hit: about 4.5%.
SMILES,ARFGAP1 inhibitor,PLC-gamma1 inh,ASAP1 inh,NR1D1 modulator,Tn7 DDE FP,DDE Tn6 FP inh,PLC-beta3 inh,KLK7 zymogen act,HGIII-sPLA2 inh,UHRF1 binding
O=C(NCc1cccnc1)c1cc([N+](=O)[O-])ccc1N1CCOCC1,-7,0,-20,-4,0,-4,-5,-0.1,5,0
O=C(NCCc1ccc(Cl)cc1)Nc1ccc(Cl)cc1,1,1,3,6,8,-9,-5,-0.6,-1,-1
CC(CNCC1CCCO1)COc1cccc2ccccc12 (centres undefined),-11,-2,7,6,-2,10,1,-0.3,-5,-1
COC(=O)c1ccc2nc(-c3ccc(C#N)cc3)c(Cc3ccsc3)n2c1,-8,-47,-7,-6,-2,-3,-64,-7.9,-5,22*
NC(=O)C1CCN(CC(=O)Nc2ccccc2C(=O)NC2CC2)CC1,6,0,-4,1,-3,2,-4,0.0,-7,1
CCn1cc(/C=N\NC(=O)c2csc3ccccc23)c(C)n1,5,1,-3,0,-2,-13,-1,0.6,-1,-2
COc1ccc(CCNC(=O)COC(=O)/C=C/c2ccc(OC)cc2OC)cc1,9,-3,14,4,-2,1,-3,-0.8,-9,1
O=C(COC(=O)C1CC1)Nc1cccc(Cl)c1,1,-2,9,4,-3,6,-1,0.1,-3,0
C=CCc1cc(C=O)cc(OC)c1OCc1ccc(Cl)cc1,8,-5,6,-2,5,-2,-1,-0.6,10,1
CCN(c1ccccc1)S(=O)(=O)c1ccc2c(c1)OCCO2,-8,4,2,-2,-5,-6,-5,-0.6,6,1
CCOc1cccc(C(=O)NC(=S)Nc2ccc(N3CCN(CC)CC3)cc2)c1,4,5,1,-1,-7,-4,4,0.2,1,-1
Cc1ccc(NC(=O)CCCNC(=O)c2ccc(Cl)cc2)cc1S(=O)(=O)N1CCOCC1,-3,-1,11,0,-2,0,-2,0.0,-9,1
O=C(NC(Cc1ccccc1)C(=O)O)/C(=C/c1ccc(F)cc1)NC(=O)c1ccccc1 (centres undefined),15,-3,14,3,7,4,-2,-0.1,7,2
O=C(Nc1ccc(O)cc1)N1CCOCC1,5,-3,-10,3,6,1,-3,0.7,-1,-7
Cc1ccc(N/C=C(\C2OC(=O)c3ccccc32)[N+](=O)[O-])c(C)c1 (centres undefined),-13,-1,-2,1,8,-6,2,0.2,-1,1
Nc1ccnn1Cc1cccnc1,6,-3,-5,4,9,-2,-6,-0.2,-4,-2
CCOc1ccc(S(=O)(=O)N2CCCC(C(=O)NCc3ccccc3)C2)cc1 (centres undefined),2,3,-2,-3,-2,-2,1,-0.1,0,0
COc1ccc(C2OC3=C(Nc4cc(C)c(C)cc4N3)C2=O)cc1 (centres undefined),8,3,-7,14,0,2,-8,-0.2,-2,-1
COc1ccc(-c2c(C#CC(C)(C)O)c3ccccc3n2C)cc1,3,-17,-3,-1,-2,0,-25,-0.2,-1,15
CC(C)NC(=O)COC(=O)Cn1[nH]c(=O)c2ccccc2c1=O,6,1,1,-1,9,6,4,0.2,4,1

# Seven records drawn at random from those above, as already listed:
SMILES,ARFGAP1 inhibitor,PLC-gamma1 inh,ASAP1 inh,NR1D1 modulator,Tn7 DDE FP,DDE Tn6 FP inh,PLC-beta3 inh,KLK7 zymogen act,HGIII-sPLA2 inh,UHRF1 binding
O=C(NC(Cc1ccccc1)C(=O)O)/C(=C/c1ccc(F)cc1)NC(=O)c1ccccc1 (centres undefined),15,-3,14,3,7,4,-2,-0.1,7,2
COc1ccc(-c2c(C#CC(C)(C)O)c3ccccc3n2C)cc1,3,-17,-3,-1,-2,0,-25,-0.2,-1,15
Cc1ccc(NC(=O)CCCNC(=O)c2ccc(Cl)cc2)cc1S(=O)(=O)N1CCOCC1,-3,-1,11,0,-2,0,-2,0.0,-9,1
CC(C)NC(=O)COC(=O)Cn1[nH]c(=O)c2ccccc2c1=O,6,1,1,-1,9,6,4,0.2,4,1
Cc1ccc(N/C=C(\C2OC(=O)c3ccccc32)[N+](=O)[O-])c(C)c1 (centres undefined),-13,-1,-2,1,8,-6,2,0.2,-1,1
O=C(Nc1ccc(O)cc1)N1CCOCC1,5,-3,-10,3,6,1,-3,0.7,-1,-7
COc1ccc(C2OC3=C(Nc4cc(C)c(C)cc4N3)C2=O)cc1 (centres undefined),8,3,-7,14,0,2,-8,-0.2,-2,-1

# Remaining list, next part.
SMILES,ARFGAP1 inhibitor,PLC-gamma1 inh,ASAP1 inh,NR1D1 modulator,Tn7 DDE FP,DDE Tn6 FP inh,PLC-beta3 inh,KLK7 zymogen act,HGIII-sPLA2 inh,UHRF1 binding
Cc1ccc(Nc2ncc3c(=O)[nH][nH]c(=O)c3n2)cc1,1,9,7,9,0,-9,-3,0.4,10,8
CC12CCC(=O)N1C(C(=O)NNC(=O)c1ccc(Cl)cc1)CS2 (centres undefined),-1,3,2,-1,-1,-5,-2,0.1,2,2
COC(=O)[C@]12C[C@H](CC(=O)NCc3ccccc3)C(=O)N(Cc3ccc(Cl)cc3Cl)C1=C[C@H](C(C)(C)C)O[C@@H]2C,.,1,.,0,1,3,4,0.3,-13,-1
Cc1cc(NC(=O)COC(=O)COc2ccc(Cl)c(C)c2)no1,-1,-2,-12,0,3,-9,1,0.8,-1,0
COCc1ccc([C@@H]2C[C@H]3CN(Cc4ccccc4C)C(=O)[C@]34CCCN24)o1,-15,1,7,1,3,3,-6,1.2,-8,0
O=C(O)c1cccc(-n2cccc2/C=N/O)c1,3,4,7,-5,-1,4,2,-0.5,2,16
O=C(Nc1ncc([N+](=O)[O-])s1)C1COc2ccccc2O1 (centres undefined),4,3,-2,4,0,6,-2,0.1,-3,-4
COc1cc(C(=O)OCC(=O)NC2CCCCC2)cc2c1OCCO2,-3,-2,-10,-8,0,-6,-1,-0.5,-2,3
CN1CCSc2ccc(C(=O)Nc3cc(F)ccc3F)cc21,-1,i,0,1,5,-6,i,16*,8,0
CSc1ccc(C(=S)N2CCN(C)CC2)cc1,1,1,-8,-3,-2,4,4,-0.5,4,13
CCOC(=O)c1c(-c2ccccc2)csc1NC(=O)c1cc2ccccc2oc1=O,0,-3,-3,-4,0,7,4,0.5,-2,-2
COc1ccc(Cn2c(CCC(=O)N3CCN(c4ccccn4)CC3)nc3ncccc3c2=O)cc1,-2,1,4,-2,-2,1,1,0.5,-8,0
Cc1cccc2c3c([nH]c12)CCNC3,-14,-6,3,-1,6,1,-9,1.3,3,-1
Cn1c(Sc2ccccc2Cl)c(C=O)c2ccccc21,-11,-1,-3,10,3,-1,-3,0.5,4,-1
Cc1cc(N2CCN(C)CC2)nc2ccc(NC(=S)N3CCN(c4ccc(Cl)cc4)CC3)cc12,1,-235,13,-1,-1,-7,-343,15*,1,-1
O=C(NCC(c1cccnc1)N1CCN(c2ccccc2)CC1)C1CCCCC1 (centres undefined),3,1,1,-1,-1,-5,-2,0.2,4,-1
COC(=O)[C@H]1C[C@H](OC(=O)NCc2ccccc2)[C@@]2(O)CN(S(=O)(=O)c3ccc(C)cc3)CC2[C@H]1C(=O)OC (some centres undefined),5,0,0,4,-8,-4,2,1.1,-15,-1
CCCCCCCN1C2=NCCN2c2ccccc21,-18,3,-11,0,-8,-1,-3,0.1,-7,3
O=C1CN(S(=O)(=O)c2ccccc2C(F)(F)F)CCN1,3,3,0,-1,-2,5,-2,0.3,1,-1
O=C(NC1CCCCCC1)C1CC(=O)N(c2ccc(Cl)cc2)C1 (centres undefined),12,-1,6,2,-6,2,-5,0.0,0,-2
CCN(CC)c1ccc(/C=N/N2CC(=O)NC2=S)cc1,3,-115,-9,-4,-6,5,-145,-36,9,0
O=C1[C@H]2[C@@H](c3ccc(C(F)(F)F)cc3)N[C@]3(CCCN(CC4CCCCC4)C3=O)[C@H]2C(=O)N1Cc1ccccc1,17,6,5,-4,-7,-9,8,-0.2,-3,0
CN(C1CCCCC1)S(=O)(=O)c1ccc(-n2cnnn2)cc1,12,-3,0,0,-2,4,3,-0.9,-2,3
Nc1ncnc2c1ncn2[C@@H]1O[C@H](C(=O)Nc2ccc(Oc3ccccc3)nc2)[C@@H](O)[C@H]1O,7,6,-5,2,-1,0,1,0.3,5,-1
O=C(Nc1ccccc1)N1CCCC(c2nc(-c3ccc(F)cc3)no2)C1 (centres undefined),7,-4,-4,-6,-2,1,-2,0.1,-11,1
Cc1cccc(C)c1-n1nnnc1C(c1ccccc1)N1CCN(C/C=C/c2ccccc2)CC1 (centres undefined),-1,5,16,1,-6,-7,4,0.8,-11,-1
CCCCCCCCNS(=O)(=O)CC1NCc2cc(OC)ccc21 (centres undefined),.,-22,.,6,3,6,-33,-1.1,-1,-5
COc1cc(NC(=O)c2ccccc2)c(C)cc1NC(=O)CSc1nnc(-c2ccco2)n1Cc1ccco1,.,1,.,-13,3,9,5,1.0,-14,-2
COc1ccc(CCN(C)C(=O)CNC(=O)c2ccccc2F)cc1OC,11,3,10,0,-7,4,-2,0.6,-1,9
C(#CCN1CCOCC1)COCCOC(c1ccccc1)c1ccccc1,-20,1,-20,5,6,-5,3,-0.4,0,-1
CC(=O)c1cccc(NC(=O)c2ccc(NC(=O)CC3SC(N4CCCCC4)=NC3=O)cc2)c1 (centres undefined),10,-1,2,3,1,0,-8,-0.1,-13,2
Cc1ccc(NC(=S)N2CCN(C3CCCCC3)CC2)cc1,-4,-2,5,1,1,-7,-1,-0.1,10,3
CC1CCCN(S(=O)(=O)c2ccc3c(c2)c(=O)nc2ccccn23)C1 (centres undefined),-2,-115,9,0,-1,-3,-171,4.6,4,-2
CN(C)C(=O)c1ccc(NC(=O)COC(=O)c2cc3c(s2)CCCCC3)cc1,0,0,0,-1,0,6,-4,0.3,-13,-1
